PI4K2A block: qHTS for small molecular inhibitors of PI4K2A; Phosphatidylinositol 4-kinase type 2-alpha (Homo sapiens), Q9BTU6; purified PI4K2A, ADP-Glo luminescence, 1 h; active compounds read low; activity change, negative = inhibition, % at 76.9 µM; 420,000 tested, 0.13% active; in the data active means activity change below about -50%; inconclusive means mostly about -30% to -49%;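 further: -100% = wells without enzyme as full effect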
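PI4K2A activity was measured by ADP-Glo luminescence: enzyme (4 ug/mL stock) and phosphatidylinositol (1.2 mM stock) in Tris pH 7.5/MgCl2/EGTA/Triton X-100 buffer were reacted with ATP (300 microM stock) for one hour at ambient temperature.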
GLS inh: qHTS for Inhibitors of Glutaminase (GLS); 410,000 tested, 0.21% active; Potency, µM (top dose mostly 45.5 µM), inactives show at the top dose activity change, negative = inhibition, hits mostly inhibitors; AID 624170, 2012; Glutaminase kidney isoform, mitochondrial (Homo sapiens), O94925; GLS enzymatic activity, qHTS titration; active means well fitted inhibition curve with a large enough effect; inconclusive means small, poorly fitted or top-dose-only effect, or another doubt; inactive means no such curve, though single readings can be large or run the other way; further: potency means the concentration at half of the fitted maximal effect
Target sequence (O94925 whole entry, looked up, canonical isoform): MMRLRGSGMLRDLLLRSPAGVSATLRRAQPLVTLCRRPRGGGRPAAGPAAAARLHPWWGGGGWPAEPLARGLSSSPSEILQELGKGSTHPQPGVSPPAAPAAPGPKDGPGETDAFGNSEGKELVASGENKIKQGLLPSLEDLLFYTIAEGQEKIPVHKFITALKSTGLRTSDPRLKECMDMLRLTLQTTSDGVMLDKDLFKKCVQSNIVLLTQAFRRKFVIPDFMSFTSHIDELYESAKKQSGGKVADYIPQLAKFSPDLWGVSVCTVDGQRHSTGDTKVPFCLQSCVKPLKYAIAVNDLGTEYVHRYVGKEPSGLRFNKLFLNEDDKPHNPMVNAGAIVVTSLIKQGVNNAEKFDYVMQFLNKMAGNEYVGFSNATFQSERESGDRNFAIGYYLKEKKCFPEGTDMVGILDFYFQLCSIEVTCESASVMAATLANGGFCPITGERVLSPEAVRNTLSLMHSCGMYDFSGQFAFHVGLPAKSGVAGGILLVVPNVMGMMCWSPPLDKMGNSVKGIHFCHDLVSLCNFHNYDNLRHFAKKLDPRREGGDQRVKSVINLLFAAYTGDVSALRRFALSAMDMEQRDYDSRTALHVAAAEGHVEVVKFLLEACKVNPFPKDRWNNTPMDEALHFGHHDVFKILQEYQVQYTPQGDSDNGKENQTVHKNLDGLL
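Human kidney-isoform GLS in 45 mM KH2PO4 pH 8.2, 0.02% Tween-20, with compound, started with 1mM L-Glutamine (added stock). Glutamate oxidase/HRP/Amplex red coupled fluorescence read at start and after 30 min at RT.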
Numbers without * were called inactive; ? = inconclusive; [ ] = dose if it differs, or a comment. Unless noted, on the % scale 0 is the no-effect control and ±100 the full control effect. These rows are one share of the data; the hit share may differ from the screen's.

entry	structure	PI4K2A block	GLS inh
1	O=C(/C=C/[C@H]1O[C@@H](n2ccc(=O)[nH]c2=O)[C@H](O)[C@@H]1O)NCC1CCCO1 (stereo partly specified)	-3	?
2	CCCCN(CCCC)Cc1cc(=O)oc2cc(C)cc(C)c12	-5	-10%
3	C=CCN(CC=C)Cc1cc(=O)oc2cc(OC)ccc12	-4	7%
4	Cc1ccccc1S(=O)(=O)NC(=O)C1(C)CCN1C(=O)c1cccc2ccccc12 (stereo unspecified)	4	3%
5	CN(Cc1ccccc1)C(c1cc2ccccc2o1)c1nnnn1C(C)(C)C (stereo unspecified)	1	8%
6	CC(C)CNC(=O)C1(C)CCCN1C(=O)c1ccncc1 (stereo unspecified)	6	-9%
7	Cc1ccc(S(=O)(=O)NC(=O)C2(C)CCN2C(=O)Cc2cc(F)ccc2F)nc1 (stereo unspecified)	3	-10%
8	COCCN1C(=O)CCC1(C)C(=O)NC1CCCC1 (stereo unspecified)	2	-7%
9	CCOC(=O)N1CCN(C(=O)C[C@@H]2C[C@@]3(C(=O)OC)CCCCC=C3N(Cc3cccc4ccccc34)C2=O)CC1	-1	13%
10	CCN(CC)CCN1CCN(c2cnc(C)cn2)CC1	0	20%
11	COc1cc2oc(=O)cc(CN3CCOCC3)c2cc1Cl	-1	-13%
12	CC(C)NC(=O)C1(C)CCN1C(=O)C/C=C/c1ccccc1 (stereo unspecified)	-2	16%
13	COc1ccc(-c2ccc(C(=O)NCC(C)C)c3occc23)c(C)c1	-2	12%
14	CC(C)NC(=O)C1(C)CCCCN1Cc1cccc(C(F)(F)F)c1 (stereo unspecified)	-1	-9%
15	CCNC(=O)C1(C)CCN(C(=O)c2ccccc2F)C1 (stereo unspecified)	-2	6%
16	O=C(CC[C@H]1O[C@@H](n2cnc3c(NC(=O)c4ccccc4)ncnc32)[C@H](O)[C@@H]1O)NCC1CCCCC1	1	3%
17	COc1c(C)cc(C(O)c2ncc(-c3cccc(F)c3)[nH]2)cc1C (stereo unspecified)	-3	1%
18	COc1ccc(CC(N)c2csc(Nc3ccc(C(=O)c4ccccc4)cc3)n2)cc1 (stereo unspecified)	4	-6%
19	COc1cccc(C(NC(C)=O)c2nc(-c3cccc(C(F)(F)F)c3)cs2)c1 (stereo unspecified)	0	2%
20	CC(=O)Nc1cccc(-c2ccnc3c2CC(C(=O)NC(C)C)O3)c1 (stereo unspecified)	-8	3%

Compound profiles (already shown). Values in the order: PI4K2A block | GLS inh
CC(C)NC(=O)C1(C)CCCCN1Cc1cccc(C(F)(F)F)c1 (stereo unspecified) in the list: -1 | -9%
CC(C)NC(=O)C1(C)CCN1C(=O)C/C=C/c1ccccc1 (stereo unspecified) in the list: -2 | 16%
CCN(CC)CCN1CCN(c2cnc(C)cn2)CC1 in the list: 0 | 20%
CN(Cc1ccccc1)C(c1cc2ccccc2o1)c1nnnn1C(C)(C)C (stereo unspecified) in the list: 1 | 8%
COc1c(C)cc(C(O)c2ncc(-c3cccc(F)c3)[nH]2)cc1C (stereo unspecified) in the list: -3 | 1%

Another view of 7 compounds above:
Values run as follows: PI4K2A block	GLS inh
6: CC(C)CNC(=O)C1(C)CCCN1C(=O)c1ccncc1 (stereo unspecified)
 : 6	-9%
7: Cc1ccc(S(=O)(=O)NC(=O)C2(C)CCN2C(=O)Cc2cc(F)ccc2F)nc1 (stereo unspecified)
 : 3	-10%
8: COCCN1C(=O)CCC1(C)C(=O)NC1CCCC1 (stereo unspecified)
 : 2	-7%
9: CCOC(=O)N1CCN(C(=O)C[C@@H]2C[C@@]3(C(=O)OC)CCCCC=C3N(Cc3cccc4ccccc34)C2=O)CC1
 : -1	13%
10: CCN(CC)CCN1CCN(c2cnc(C)cn2)CC1
 : 0	20%
11: COc1cc2oc(=O)cc(CN3CCOCC3)c2cc1Cl
 : -1	-13%
12: CC(C)NC(=O)C1(C)CCN1C(=O)C/C=C/c1ccccc1 (stereo unspecified)
 : -2	16%

(continued)
entry	structure	PI4K2A block	GLS inh
21	CC1(c2nnnn2Cc2ccccc2)CCC(=O)N1Cc1ccco1 (stereo unspecified)	5	-2%
22	CC1(C(=O)NS(=O)(=O)Cc2cccc(Cl)c2)CCN1C(=O)Cc1cccs1 (stereo unspecified)	-7	14%
23	COCc1cccc(-c2csc(C(C)(NC(C)=O)c3ccc(OC)cc3)n2)c1 (stereo unspecified)	1	-2%
24	CC(C)C[C@H]1CNC(=S)N1C[C@H]1CCCN1C[C@H](Cc1ccc(O)cc1)N1C[C@H](Cc2ccc(O)cc2)N(CC2CCCCCC2)C1=S	-2	-1%
25	COc1ccc(COC[C@H](CC(C)C)N2CCN(C(=O)c3cccc(C(F)(F)F)c3)CCC2=O)cc1	-2	0%
26	COc1ccc(NC(=O)c2cc(C3CCCCN3S(=O)(=O)Cc3ccccc3)on2)cn1 (stereo unspecified)	-4	1%
27	Cc1cnc(CNC(=O)c2csc(COCCO)n2)cn1	-3	0%
28	O=C(O)C(Cc1cc(I)c(O)c(I)c1)c1ccccc1 (stereo unspecified)	-6	42%[activator]
29	CCNC(=O)C1(C)CCCN(C(=O)c2cc(-c3ccccc3)cs2)C1 (stereo unspecified)	7	1%
30	O=C(CC1c2cc(F)ccc2C=C(c2ccsc2)N1c1ccc(C#CCCO)cc1)c1ccco1 (stereo unspecified)	2	14%
31	CN1CCN(c2ccc(CNC(=O)c3ccc(-c4cnn(C)c4)c4ccoc34)cc2)CC1	-3	28%
32	CC1(C(=O)O)CCCN1C(=O)c1ccco1 (stereo unspecified)	4	-6%
33	O=C1NC[C@H](CCCCN2CCN(CCc3ccc(O)cc3)C(=O)C2=O)N(CCc2ccc(O)cc2)C1=O	1	0%
34	Cc1cccc(-c2cnc(C(O)c3ccc(Cl)cc3C)[nH]2)c1 (stereo unspecified)	1	-9%
35	COc1ccc(C(C)(NC(C)=O)c2nc(-c3cncnc3)cs2)cc1 (stereo unspecified)	2	-8%
36	CCCNC(=O)c1cc(C2CCCCN2C(=O)c2cc(C(C)(C)C)nn2C)on1 (stereo unspecified)	6	-17%
37	CCOC(=O)[C@]12CCC=C1N(Cc1ccco1)C(=O)[C@H](CC(=O)N1CCC(c3ccccc3)CC1)C2	-3	3%
38	O=C(NCc1ccccc1Cl)[C@H]1CCCN1C(=O)[C@H]1CCCN1	0	0%
39	CC1(C(=O)Nc2ccc3c(c2)OCO3)CCN1C(=O)CCc1cccs1 (stereo unspecified)	1	0%
40	Cc1cc(C)cc(CC(=O)N2CCC2(C)C(=O)NS(=O)(=O)c2ccccc2Cl)c1 (stereo unspecified)	-3	-2%

entry	structure	PI4K2A block	GLS inh
41	C=C1C(=O)[C@]23C[C@H]1CC[C@H]2[C@]1(C)[C@@H](OC(C)=O)CC[C@@](C)(C(=O)O)[C@H]1C[C@@H]3OC(C)=O	-12	-10%
42	CCC(c1nnnn1-c1ccc2c(c1)OCCO2)N1CCN(c2ccc(C(F)(F)F)cn2)CC1 (stereo unspecified)	7	5%
43	Nc1nc(N)nc(-c2cccc([N+](=O)[O-])c2)n1	-23	-22%
44	O=C(NCCc1ccccc1)c1ccc(-c2cccnc2)c2ccoc12	-1	9%
45	O=c1[nH]c(SCCc2ccccc2)nc2c1CCC2	-1	1%
46	O=C(NCc1ccccc1)c1cc(C2CCCCN2S(=O)(=O)c2cccs2)on1 (stereo unspecified)	0	1%
47	CC1(Cc2ccc(Cl)cc2)C(=O)Nc2c(Cl)ccc(Cl)c21 (stereo unspecified)	6	-11%
48	COc1ccc(NC(=O)C2(C)CCN2CCOc2ccc(C)cc2)cc1OC (stereo unspecified)	0	5%
49	COc1ccc(C(C)(O)c2nc(-c3ccc(S(C)(=O)=O)cc3)cs2)cc1 (stereo unspecified)	-2	2%
50	COC(=O)c1ccc2nc(-c3ccco3)c(Cc3ccc(C)cc3)n2c1	-17	8%
51	CC(C)(C)c1ccc(CC(=O)N2CCC2(C)C(=O)NS(=O)(=O)c2ccccc2Cl)cc1 (stereo unspecified)	-4	0%
52	CC(C)NC(=O)C1(C)CCCN1C(=O)c1ccccc1Br (stereo unspecified)	-2	-1%
53	O=C(CCN1C(=O)CC1c1ccco1)N1CCOCC1 (stereo unspecified)	-2	1%
54	CCOC1=C2CN(S(=O)(=O)c3ccc(C)cc3)[C@H](c3ccccc3)C[C@@H]2N(S(=O)(=O)c2ccc(C)cc2)[C@H](c2cccs2)C1	-2	-2%
55	CC1(C(=O)NCc2ccccc2)CCC(=O)N1C1CC1 (stereo unspecified)	-4	4%
56	COCCNc1ncnc2c1ncn2[C@H]1CN(Cc2ccc(-c3ccccc3)cc2)C[C@@H](CO)O1	-8	15%
57	CCCNC(=O)C1(C)CCCN(Cc2noc(-c3c(C)noc3C)n2)C1 (stereo unspecified)	-3	-2%
58	O=C(/C=C/[C@H]1O[C@@H](n2cnc3c(NC(=O)c4ccccc4)ncnc32)[C@H](O)[C@@H]1O)NCc1cccc2ccccc12	2	5%
59	CNc1ncnc2c1ncn2[C@H]1CN(Cc2cccnc2)C[C@@H](CO)O1	-3	4%
60	CC(CN(C)C)C(C)(O)Cc1ccc(Cl)cc1 (stereo unspecified)	4	-16%

entry	structure	PI4K2A block	GLS inh
61	CC1(C)OC(=O)C2=C(C[C@@H](C3CCCCC3)O[C@H]2c2ccc(Cl)cc2)O1	0	19%
62	COC(=O)[C@]12CCCCC=C1N(Cc1ccc(Cl)cc1Cl)C(=O)[C@H](CC(=O)N1CCCCC1)C2	-2	-9%
63	COCCN(CCOC)Cc1cc(=O)oc2cc(C)c(C)cc12	4	-1%
64	Cc1ccc(SC2=C[C@@]3(O)CC[C@@H](O)[C@@](Sc4ccc(C)cc4)(C2=O)[C@H]3O)cc1	8	1%
65	COc1cccc(CNc2nc3cc(-c4cccc(OC)c4)sc3c(=O)n2C)c1	1	3%
66	CC(C)C(N)c1csc(Nc2cc(Oc3ccccc3)ncn2)n1 (stereo unspecified)	2	14%
67	COc1ccc(NC(=O)C2(C)CCN2CCOc2ccccc2)cc1OC (stereo unspecified)	0	-6%
68	CC1(C(=O)NCc2ccco2)Cc2c(-c3ccc4c(c3)OCO4)ccnc2O1 (stereo unspecified)	-3	16%
69	Cc1ccc(NC(=O)Nc2nnc([C@H]3C[C@H](O)[C@@H](CO)O3)s2)cc1	-2	5%
70	O=C(NCCO)c1ccc(-c2ccc3nncn3c2)cc1	-6	-5%
71	COC[C@H]1CCCN1c1ccc2c(c1)O[C@@H](COCc1ccccc1)CN([C@@H](C)c1ccccc1)S2(=O)=O	-5	0%
72	COc1ccc(Cc2c(-c3ccc(C#N)cc3)nc3c4ccccc4ccn23)c(C)c1	-4	5%
73	Clc1cccc(Cc2c(-c3ccco3)nc3c4ccccc4ccn23)c1	-12	5%
74	CC(C)c1ccc(Nc2ncc3c(n2)CCN(C(=O)NC2CCCCC2)C3)cc1	-1	2%
75	CC(C)(C)c1cc(NC(=O)C2(C)CCN2C(=O)C2(c3ccccc3)CCCC2)no1 (stereo unspecified)	5	4%
76	COc1cc(C(O)c2nc(-c3ccncc3)cs2)ccc1F (stereo unspecified)	2	-7%
77	O=C1NC[C@H](CCCCN2C[C@H](Cc3ccc(O)cc3)N(Cc3ccccc3)C(=O)C2=O)N(CCc2ccccc2)C1=O	4	16%
78	Cc1ccc(C(O)c2ncc(-c3ccc(Cl)cc3)[nH]2)cc1 (stereo unspecified)	-6	9%
79	CN(Cc1cnn(-c2ccc(F)cc2)c1)C(=O)[C@H]1O[C@@H](n2ccc(N)nc2=O)[C@H](O)[C@@H]1O	-2	-5%
80	CC1(C(=O)NC2CCCC2)CCC(=O)N1CCOc1ccccc1 (stereo unspecified)	0	1%

Bioassay records (PubChem BioAssay)
